# GALK inh – qHTS Assay for Inhibitors of Human Galactokinase (GALK); Potency, µM (top dose mostly 57.5 µM), without a hit: at the highest dose activity change, negative = inhibition, hits mostly inhibitors; Purified GALK, Kinase-Glo residual ATP luminescence; 270,000 tested, 0.007% active; also: potency is read from the fitted curve at half-maximal effect; % is scaled to controls: 0 for no effect and ±100 for the full control effect
#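 Compounds were pin-transferred into ATP buffer (35 uM final), then GALK plus galactose (5 nM, 100 uM final) was added. After 1 h at room temperature, Kinase-Glo Plus was added and luminescence read after 10 min.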
# MBNL1 CUG block – qHTS Assay for Inhibitors of MBNL1-poly(CUG) RNA binding; Muscleblind-like protein 1 (Homo sapiens), Q9NR56; TR-FRET MBNL1-His/biotin-(CUG)12 binding, 665/545 ratio; Potency, µM (series often up to 57.5 µM), for the others: top-dose activity change, negative = inhibition, usual class: inhibitors; 280,000 tested, 0.036% active; active = well fitted inhibition curve with a large enough effect in the signal ratio, with a control signal flat, not every such curve was filed as active; inconclusive = small, poorly fitted or top-dose-only effect, or effect the other way, or a change in a side signal; inactive = no such curve, though single readings can be large or run the other way; the % refers to the signal ratio; also: potency is read from the fitted curve at half-maximal effect; % is scaled to controls: 0 for no effect and ±100 for the full control effect
# Target sequence (Q9NR56 whole entry, looked up): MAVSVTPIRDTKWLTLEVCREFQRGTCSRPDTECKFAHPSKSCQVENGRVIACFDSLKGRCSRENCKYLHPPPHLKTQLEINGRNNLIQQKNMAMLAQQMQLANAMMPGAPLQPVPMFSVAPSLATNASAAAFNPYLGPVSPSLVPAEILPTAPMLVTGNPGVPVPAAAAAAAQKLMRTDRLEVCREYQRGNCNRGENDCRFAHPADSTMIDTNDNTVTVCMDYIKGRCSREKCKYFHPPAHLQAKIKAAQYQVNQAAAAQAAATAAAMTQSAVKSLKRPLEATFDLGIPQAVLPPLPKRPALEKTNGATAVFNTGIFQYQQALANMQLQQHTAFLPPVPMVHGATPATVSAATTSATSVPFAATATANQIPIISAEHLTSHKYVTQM
#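 Compounds (final 92 nM to 58 uM) are added to His-tagged MBNL1 and biotin-(CUG)12, then terbium anti-His antibody and streptavidin-XL665 (5 nM final). After 60 min at room temperature, the 665/545 nm ratio is read.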
# Menin MLL FP TR – qHTS Assay for Inhibitors Targeting the Menin-MLL Interaction in MLL Related Leukemias: Competition With Texas Red Labeled MLL-derived Mutant Peptide; Menin + Texas Red MLL mutant peptide, fluorescence polarization; Potency, µM (titrated, usually from 61.6 µM), for the others: top-dose FP activity change, negative = inhibition, most hits filed as inhibitors; 270,000 tested, 0.23% active; O00255; active = well fitted inhibition curve with a large enough effect in the polarisation, with a control signal flat, not every such curve was filed as active; inconclusive = small, poorly fitted or top-dose-only effect, or effect the other way, or a change in a side signal; inactive = no such curve, though single readings can be large or run the other way; the % refers to the polarisation; also: potency is read from the fitted curve at half-maximal effect; % of control where 0% means no effect; many of its hits are not listed in these tables
# TSHR antag – Antagonists of the Thyroid Stimulating Hormone Receptor: HTS campaign | Thyrotropin receptor (Homo sapiens), P16473 | TSHR-expressing cells, TSH-stimulated cAMP HTRF, 2 h; active compounds read low | activity change, negative = inhibition, % at 11.5 µM | 330,000 tested, 0.2% active | AID 504810, 2011;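 active = activity change below a set negative limit, meaning inhibition stronger than a set level, cut at about -70% in these data; inconclusive = activity change between two set negative limits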; also: % is scaled to controls: 0 for no effect and ±100 for the full control effect
#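 Read-out is FRET at 665 nm (cryptate excitation 337 nm) from a cryptate-tagged anti-cAMP antibody, competed by cell cAMP against cAMP-d2. Compounds are tested on freshly harvested TSHR cells challenged with 4nM TSH (EC80) for 2 hours at 37 deg C.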
# Mito fusion act – qHTS Assay for Small Molecule Inhibitors of Mitochondrial Division or Activators of Mitochondrial Fusion. S. cerevisiae fusion-defective mutant growth rescue, CellTiterGlo 48 h. Potency, µM (top dose mostly 46.1 µM), without a hit: top-dose growth rescue (activation), usual class: activators. 320,000 tested, 0.23% active. AID 485298, 2010;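 also: potency is read from the fitted curve at half-maximal effect; % of control where 0% means no effect; nearly all actives have a fitted effect of over 45% in size; temperature-sensitive fusion mutants such as fzo1-1 at 37 °C on non-fermentable ethanol glycerol medium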
#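 Compounds are tested for their ability to restore growth of mitochondrial fusion-defective yeast strains at non-permissive 37C in YPEG medium over 48 hours. Viability is quantified by luciferase luminescence.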
# S-ASM inh – Inhibitors of Secretory Acid Sphingomyelinase (S-ASM): qHTS | Potency, µM (highest dose often 57.5 µM), for inactives: top-dose activity change, negative = inhibition, actives largely listed as inhibitors | placental ASM, HMU-PC fluorogenic substrate, 60 min | 340,000 tested, 0.006% active | AID 504937, 2011; also: potency is read from the fitted curve at half-maximal effect
#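 Human placenta-derived ASM preincubated with compound 10 min at room temperature, then reacted with 9 uM (final) fluorogenic HMU-PC substrate for 60 min at 37 C. Stop solution raises pH to 10; fluorescence read at Ex 386/Em 447 nm.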
# hERG WT inh – qHTS for Inhibitors of KCHN2 3.1: Wildtype qHTS. Voltage-gated inwardly rectifying potassium channel KCNH2 (Homo sapiens), Q12809. U2OS, BacMam KCNH2, thallium flux FluxOr; active compounds read low. activity change, % at 1.84 µM. 340,000 tested, 0.37% active. AID 720551, 2013;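 active = maximum activity change below -70%; inconclusive = maximum activity change between -70% and -50%; inactive = maximum activity change above -50%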; also: % is scaled to controls: 0 for no effect and ±100 for the full control effect
#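 U2OS cells were transduced with wild-type KCNH2 virus (2.03 x 10^8 / mL) for 4 h at room temperature, then cultured overnight at 37 C. Thallium flux was read with FluxOr dye. Rate constants were normalized to DMSO controls.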
# PKM2 act – qHTS Assay for Activators of Human Muscle isoform 2 Pyruvate Kinase; Pyruvate kinase PKM (Homo sapiens), P14618; purified PKM2, Kinase-Glo ATP luminescence, activation; response scale: 0% is enzyme alone, no compound; Potency, µM (series often up to 57.5 µM), without a hit: at the top dose activation, hits mostly activators; 260,000 tested, 0.34% active; AID 1631, 2009; also: potency is read from the fitted curve at half-maximal effect; % is scaled to controls: 0 for no effect and ±100 for the full control effect; nearly all actives have a fitted effect of over 55% in size
#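 ATP formation by purified human PK-M2, quantified via coupled luciferase luminescence after 1 h at room temperature with 0.1 mM ADP and 0.5 mM PEP final.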
# BCR signal inh – qHTS Assay to Find Inhibitors of Chronic Active B-Cell Receptor Signaling; ABC-DLBCL IkBa-CBG/CBR reporter, luminescence ratio, 4 h; Potency, µM (highest dose often 46.1 µM), for the others: at the highest dose ratio change, negative = lower green/red ratio, hits mostly inhibitors; 340,000 tested, 0.05% active; active = well fitted inhibition curve with a large enough effect in the signal ratio, with a control signal flat, not every such curve was filed as active; inconclusive = small, poorly fitted or top-dose-only effect, or effect the other way, or a change in a side signal; the % refers to the signal ratio;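 also: potency is read from the fitted curve at half-maximal effect; plate controls were basal doxycycline-induced cells for no effect and cells given 10 µM MG132 for full effect; MG132 reads +100%, hits lower the ratio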
#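 TMD8 human ABC-DLBCL cells with doxycycline-inducible IκBα–green luciferase fusion and unfused red luciferase, in 0.5% FBS medium; compounds up to 46 uM, 4 h at 37C. Green/red luminescence ratio, filter-overlap corrected, fitted to concentration-response curves.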
# Eya2 inh – qHTS Assay for Inhibitors of the Phosphatase Activity of Eya2; Protein phosphatase EYA2 (Homo sapiens), O00167; recombinant Eya2, OMFP fluorescence dephosphorylation (OMFP is methylfluorescein phosphate); Potency, µM (doses to about 76.9 µM), for the others: top-dose activity, negative = inhibition, usual class: inhibitors; 330,000 tested, 0.006% active; also: potency is read from the fitted curve at half-maximal effect; % is scaled to controls: 0 for no effect and ±100 for the full control effect
#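 Eya2 protein (added as 0.2 uM solution) was preincubated with compound for 10 min at ambient temperature in 50 mM HEPES pH 7.5, 50 mM NaCl, 5 uM MgCl2, 0.05% BSA, 1 mM DTT. OMFP (added at 50 uM) then reacted 10 min; fluorescence read at 485/525 nm.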
# USP2a inh – qHTS Assay for Inhibitors of Ubiquitin-specific Protease USP2a Using CHOP2 as the Reporter | 330,000 tested, 0.01% active | AID 463254, 2010 | Ubiquitin carboxyl-terminal hydrolase 2 (Homo sapiens), O75604 | USP2 core, Ub-CHOP2 coupled fluorogenic reporter, 485/531 | Potency, µM (highest dose often 38.3 µM), for the others: top-dose activity change, negative = inhibition, usual class: inhibitors;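 also: potency is read from the fitted curve at half-maximal effect; plate controls were DMSO wells for no effect and full inhibition by NEM control for full effect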
# Target sequence (O75604 whole entry, looked up): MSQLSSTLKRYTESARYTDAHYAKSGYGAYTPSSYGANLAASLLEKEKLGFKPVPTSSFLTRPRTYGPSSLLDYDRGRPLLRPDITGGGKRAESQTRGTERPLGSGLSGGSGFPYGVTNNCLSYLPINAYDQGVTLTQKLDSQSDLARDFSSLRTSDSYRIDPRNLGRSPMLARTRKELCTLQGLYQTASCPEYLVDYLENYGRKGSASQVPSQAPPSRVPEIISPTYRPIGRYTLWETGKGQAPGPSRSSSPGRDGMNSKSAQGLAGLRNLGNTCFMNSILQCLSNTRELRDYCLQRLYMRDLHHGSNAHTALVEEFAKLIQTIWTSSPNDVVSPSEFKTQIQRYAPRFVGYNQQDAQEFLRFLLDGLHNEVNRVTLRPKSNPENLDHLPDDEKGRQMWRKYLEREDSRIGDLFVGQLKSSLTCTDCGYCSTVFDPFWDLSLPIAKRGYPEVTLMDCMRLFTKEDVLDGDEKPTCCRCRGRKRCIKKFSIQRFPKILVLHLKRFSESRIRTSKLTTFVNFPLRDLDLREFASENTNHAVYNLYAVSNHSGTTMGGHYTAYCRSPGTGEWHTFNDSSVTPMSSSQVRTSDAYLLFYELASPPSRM
#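 Cell-free coupled assay: 10nM USP2 core preincubated 30min RT with compound in Tris-HCl pH 8.0/CaCl2/CHAPS buffer, then 25nM Ub-CHOP2 and 25nM reporter substrate; fluorescence (Ex 485/Em 531) read after 60min RT, normalized to NEM inhibition, concentration-response curves fitted.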
# * marks the source's active call; other numbers are inactive results; u = inconclusive; x = no result given; [ ] = remark or other dose. Unless noted, calls follow the shape of the dose curve; as a rule, active = well fitted curve in the direction sought with a large enough effect; inconclusive = small, poorly fitted or top-dose-only effect, or another doubt; inactive = no such curve, though single readings can be large; an effect the other way counts as inactive or inconclusive.
SMILES,GALK inh,MBNL1 CUG block,Menin MLL FP TR,TSHR antag,Mito fusion act,S-ASM inh,hERG WT inh,PKM2 act,BCR signal inh,Eya2 inh,USP2a inh
CC(C)COC(=O)n1c(=O)oc2ccc(S(=O)(=O)N3CCCCC3)cc21,2%,-3%,x,6,0%,1%,3,-7%,8%,1%,1%
Fc1ccc(CSc2ncnc3ccccc23)cc1,0%,-1%,16%,19,2%,-5%,-5,25µM*,-5%,-11%,-6%
O=c1cc(CCl)[nH]c2nc3ccccc3n12,7%,x,x,4,-1%,7%,18,3%,u,12%,0%
O=c1/c(=C/c2cccc3ccccc23)sc2ncnn12,-4%,-5%,-2%,44,13%,4%,1,u,6%,-2%,3%
CCN1CCN(c2nnc(-c3ccc(C)cc3)c3ccccc23)CC1,1%,u,u,3,-1%,-2%,13,x,u,10%,4%
COc1ccccc1NC(=O)c1cc(S(=O)(=O)NC2CCCC2)ccc1F,2%,4%,x,5,6%,-6%,-14,x,-2%,4%,0%
COc1ccccc1Oc1nc(C)c(C(C)=O)cc1C#N,0%,x,8%,-4,-5%,1%,3,0%,0%,10%,-2%
CCOc1ccc(CC(=O)NNC(=S)NC)cc1Br,0%,x,x,-8,-4%,-1%,-6,3%,u,u,1%
CCCCn1c(N)c(N(CCOC)C(=O)CSc2nnc(-c3ccc(F)cc3)n2N)c(=O)[nH]c1=O,x,x,x,6,-1%,3%,-14,x,-2%,-32%,-2%
O=C(Cc1ccc(Cl)cc1)NNC1CC(=O)N(c2ccc3ccccc3c2)C1=O (stereo not drawn),-2%,-4%,x,1,-3%,-2%,-3,-1%,0%,1%,-4%
Cc1cccc(OCC(=O)Nc2ccc(NC(=O)c3ccco3)c(C)c2)c1,-3%,-11%,-23%,-2,-18%,4%,-14,2%,-14%,1%,0%
CCCN1C(=O)S/C(=C\c2ccc(N3CCOCC3)cc2C)C1=O,-1%,5%,-4%,-9,0%,x,x,-6%,6%,-7%,-1%
COc1ccc(CCCNC(=O)C2CCC(=O)N(Cc3ccc(Cl)cc3)C2)cc1 (stereo not drawn),-3%,-3%,-19%,0,1%,0%,3,-1%,0%,7%,2%
COc1cccc(CNC(=O)CCNS(=O)(=O)c2cccs2)c1,0%,-2%,14%,11,-6%,3%,-3,3%,0%,-3%,-9%
CCCN1CCC(=O)N(CCSc2ccc(C)cc2)CC1,0%,-6%,-23%,-2,-9%,-1%,x,-2%,u,-8%,5%
COc1ccc(NC(=O)CN(C)C(=O)CCc2c[nH]c3ccccc23)cc1,1%,-7%,6%,-8,12%,-10%,4,3%,3%,4%,-1%
CCOC(=O)C1=C(C)N=C2SC(C)C(=O)N2C1c1ccc(OC(C)=O)c(OC)c1 (stereo not drawn),-2%,3%,2%,-7,-6%,-3%,7,1%,5%,-1%,-1%
COc1ccc(CNc2ccc(-c3ccc(OC)cc3)nn2)cc1,3%,5%,-11%,9,-6%,-1%,6,-2%,-1%,17%,-1%
CCCC(C)NC(=O)Cc1ccccc1 (stereo not drawn),x,-6%,x,9,2%,4%,11,1%,1%,6%,0%
COc1cc(CN2CCN(CCc3ccccc3)C(CCO)C2)cc(OC)c1 (stereo not drawn),2%,1%,-2%,-8,4%,6%,51,10%,-6%,-2%,1%
CC(=O)Nc1ccc(S(=O)(=O)Nc2nc3ccccc3nc2N2CCOCC2)cc1,x,x,x,-4,x,8%,-2,x,1%,-4%,0%
O=C(O)CSc1nc2ccccc2n1Cc1ccccc1,-2%,-1%,7%,-7,-1%,-3%,2,-7%[11.5 µM],1%,-4%,-1%
COC(=O)c1cc(S(=O)(=O)Nc2c(C)cccc2C)cn1C,x,-8%,-2%,6,-1%,-1%,15,0%,-9%,-10%,1%
CN(C)c1ccc(/C=N/n2c(COc3ccccc3)n[nH]c2=S)cc1,1%,15%,11%,12,-1%,58%[activator],-4,-5%,u,-6%,2%
Cc1nn(-c2ccccc2)c(N)c1N=O,-2%,u,x,2,3%,2%,-2,0%,6%,0%,1%
CC(C)(C)OC(=O)N/N=C\c1ccc[nH]1,3%,10%,0%,-3,u,1%,-5,5%,11%,-3%,-2%
CN(C)S(=O)(=O)Oc1cccc(C(=O)Nc2ccc(Cl)c(Cl)c2)c1,-4%,-3%,u,u,-4%,-15%,3,-3%,u,-25%,-2%
CCCCOc1ccc(-c2c(C#N)c(N)[nH]c(=S)c2C#N)cc1,3%,10%,x,-13,13%,-2%,3,1%,u,11%,2%
COc1ccc2c3n(nc2c1)CCN=C3c1ccc(Cl)cc1,x,x,x,0,-2%,1%,-2,x,-6%,1%,2%
COc1ccc(N=C2NC(=O)/C(=C\C=C\c3ccco3)S2)cc1,0%,15%,u,-6,7%,-19%,-8,20%,1%,-10%,-27%
CCCc1nnc(NC(=O)CC(=O)OCC)s1,3%,-5%,-2%,0,-5%,-1%,1,13%,0%,14%,0%
O=[N+]([O-])c1cccc(-c2nnc3c4ccccc4c4ccccc4n23)c1,-1%,7%,x,5,3%,3%,4,4%,-3%,17%,1%
CC(=O)Oc1ccc(/C=N/NC(=S)Nc2ccccc2)cc1,0%,u,5%,-4,-4%,6%,5,-1%,u,-2%,0%
C/C(=N\Nc1ccc2nncn2n1)c1cccs1,3%,x,x,2,4%,0%,-8,-7%,4%,3%,0%
CC1CC(N(C(=O)C2CC2)c2ccccc2)c2ccccc2N1C(=O)C1CC1 (stereo not drawn),-2%,-3%,u,-12,2%,2%,2,-10%,3%,10%,-1%
O=C(NCc1ccc(C(F)(F)F)cc1)C1CC(c2ccccc2[N+](=O)[O-])=NO1 (stereo not drawn),0%,7%,-1%,-1,5%,-3%,-3,0%,6%,-3%,2%
Cc1cc2oc(=O)c3c(c2cc1OC(=O)c1ccco1)CCCC3,-1%,-4%,12%,0,0%,42%,-5,2%,6%,0%,1%
O=C(CSc1ccccn1)Nc1ccc2c(c1)C(=O)c1ccccc1C2=O,x,u,u,-16,-9%,-4%,8,3%,u,2%,-5%
C[C@H](CO)N1C[C@H](C)[C@@H](CN(C)C(=O)Nc2ccccc2)Oc2ccc(NC(=O)CCC(F)(F)F)cc2C1=O,x,x,x,15,x,3%,0,x,1%,-19%,2%
COC(=O)c1c(C)oc(C)c(C(=O)OC)c1=O,0%,-3%,1%,47,-2%,4%,-20,-2%,8%,5%,3%
O=C(NCC(c1ccco1)N1CCCC1)c1sc2ccccc2c1Cl (stereo not drawn),2%,9%,x,1,0%,-2%,22,x,5%,4%,1%
CC1CCN(C(=O)c2cc(Cl)nc3ccccc23)CC1,-1%,-10%,6%,6,-2%,1%,-26,-1%,0%,6%,3%
CC(C)(C)/C(Cn1cncn1)=N\OC(=O)Nc1ccc(Cl)cc1,2%,-1%,2%,4,4%,1%,-21,-7%,1%,0%,1%
CCCCC(=O)Nc1ccc(NC(=O)c2ccc([N+](=O)[O-])cc2)cc1OC,3%,5%,11%,3,0%,-1%,1,-1%,u,-1%,-1%
C=CCc1cccc(CNn2cnnc2)c1O,2%,-4%,6%,-10,0%,0%,2,4%,0%,-19%,0%

# Screening results (PubChem)

# These rows are one share of the data; the hit share may differ from the screen's.
